C2C12 statin – protects C2C12 myotubes from simvastatin toxicity; ATP luminescence, 48 h; scaled: DMSO 0, geranylgeraniol control 100; rescue of ATP level, % at 7.49 µM; 330,000 tested, 0.78% active;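 active = mean ATP rescue above about 67%, or every replicate alone reaching that limit, limit read from the data, passing the limit was not always enough; inconclusive = no clear call, values can overlap the other calls; inactive = mean under the limit and some replicate under it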;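 note: myotubes were challenged with 10 µM simvastatin during compound exposure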
S100A4 MyoIIA – inhibitors of human S100A4 binding to myosin IIA peptide | P26447 | S100A4/TAMRA-MyoIIA peptide fluorescence polarization | inhibition, % at 10.7 µM | 360,000 tested, 0.14% active;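 active = mean inhibition of at least 70% across replicates, with every replicate also reaching that level; inconclusive = mean inhibition reaches 70% but some replicates fall short; inactive = mean inhibition below 70%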
Target sequence (P26447 whole entry, looked up): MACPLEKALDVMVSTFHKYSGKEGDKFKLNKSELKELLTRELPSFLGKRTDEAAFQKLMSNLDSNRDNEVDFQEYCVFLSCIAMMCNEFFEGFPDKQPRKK
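Material: S100A4 monomer protein | Medium: HEPES pH 7.2 with CaCl2, KCl, NaCl, DTT, Triton | Reagent: Labelled myosin peptide probe, 5 nM | Doses: One dose per compound | Times: 5 min incubation before reading | Benchmarks: Neutral control DMSO, positive control TFP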
E-sel inducer – induces E-selectin expression in human endothelial cells | P16581 | HUVEC E-selectin immunofluorescence imaging; normalized: neutral wells 0, TNF-alpha wells 100 | activation, % at 7.58 µM | 260,000 tested, 0.37% active;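 active = mean E-selectin-positive cell signal at least 10% of the positive control, reached in at least 60% of replicates, without over 20% cell loss; inconclusive = no rule given, readout overlaps actives, possibly toxicity-flagged; inactive = the rest, including those meeting only one limit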;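 note: in these data hits start at about 27%; measured in HUVEC primary endothelial cells; signal is the percent of cells scored E-selectin positive by PE staining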
Target sequence (P16581 whole entry, looked up): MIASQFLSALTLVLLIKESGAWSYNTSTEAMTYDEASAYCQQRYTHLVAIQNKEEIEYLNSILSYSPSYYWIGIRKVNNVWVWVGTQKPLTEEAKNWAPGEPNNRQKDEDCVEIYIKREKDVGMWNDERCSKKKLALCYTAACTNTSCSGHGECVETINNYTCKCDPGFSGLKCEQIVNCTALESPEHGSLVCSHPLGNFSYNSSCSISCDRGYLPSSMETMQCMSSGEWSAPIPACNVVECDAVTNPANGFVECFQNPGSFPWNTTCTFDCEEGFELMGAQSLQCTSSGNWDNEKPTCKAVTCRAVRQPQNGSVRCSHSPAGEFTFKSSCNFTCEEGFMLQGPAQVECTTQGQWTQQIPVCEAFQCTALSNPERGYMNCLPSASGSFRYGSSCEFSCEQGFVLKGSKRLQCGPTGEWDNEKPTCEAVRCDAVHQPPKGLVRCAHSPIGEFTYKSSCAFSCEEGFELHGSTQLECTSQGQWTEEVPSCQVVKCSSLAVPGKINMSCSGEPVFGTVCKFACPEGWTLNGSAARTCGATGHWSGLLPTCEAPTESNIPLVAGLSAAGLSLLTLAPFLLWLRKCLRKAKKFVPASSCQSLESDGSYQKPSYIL
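Test system – human umbilical vein endothelial cells (HUVEC), E-selectin induction · Input – 3,000 HUVEC seeded per well · Buffer or medium – EGM-2, gelatin · Compound dosing – single-point compound dose · Detection – immunofluorescence imaging · Measure – percent E-selectin-positive cells · Controls – TNF-alpha high, DMSO low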
DENV2 CPE – DENV2-induced cell death inhibition; AID 651640; CPE inhibition, % at 9.99 µM; DENV2-infected cells, cytopathic effect rescue, plate reader; 350,000 tested, 1.7% active; in the data active = CPE inhibition above about 20%, passing the limit was not always enough; inconclusive = no clear call, values can overlap the other calls; tested in BHK-21 cells;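 note: 0% = median of neutral control wells and 100% = median of positive control wells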
PglD DTNB – PglD (C. jejuni) enzyme inhibition | 360,000 tested, 0.098% active | inhibition, % at 12.5 µM | purified PglD enzyme, DTNB colorimetric CoA detection; in the data active = inhibition above about 16%, passing the limit was not always enough; inconclusive = no clear call, values can overlap the other calls; note: strong numbers were not always called active
ERp5 block – blocks human ERp5 reductase activity on insulin; ERp5 insulin aggregation, absorbance 650 nm, 90 min; Q15084; inhibition, % at 9.99 µM; 350,000 tested, 0.05% active;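 active = mean replicate inhibition above about 25%, with every replicate also reaching it, limit read from the data, passing the limit was not always enough; inconclusive = only one of those two criteria met; inactive = neither criterion met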
SIRT5 block – inhibitors of human sirtuin-5 desuccinylase | Q9NXA8 | Purified SirT5, succinyl-peptide AMC, trypsin-coupled fluorescence | inhibition, % at 15 µM | 330,000 tested, 1.1% active | AID 652115; in the data active = inhibition above about 15%; inconclusive = no clear call, values can overlap the other calls
Target sequence (Q9NXA8 whole entry, looked up): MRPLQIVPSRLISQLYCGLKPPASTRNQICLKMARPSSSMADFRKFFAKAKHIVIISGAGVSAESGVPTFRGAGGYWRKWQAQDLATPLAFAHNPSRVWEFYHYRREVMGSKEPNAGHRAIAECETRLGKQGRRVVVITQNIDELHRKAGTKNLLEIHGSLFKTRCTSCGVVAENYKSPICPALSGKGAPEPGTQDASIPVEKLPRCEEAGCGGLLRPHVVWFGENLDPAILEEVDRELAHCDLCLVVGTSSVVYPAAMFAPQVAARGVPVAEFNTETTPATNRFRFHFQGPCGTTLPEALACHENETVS
An asterisk follows results filed as active; ? = inconclusive; / = no result given; & = joins results of further samples.

SMILES	C2C12 statin	S100A4 MyoIIA	E-sel inducer	DENV2 CPE	PglD DTNB	ERp5 block	SIRT5 block
CCS(=O)(=O)C1=NSC2=NC(=O)/C(=C\c3ccc(OC(=O)c4ccco4)cc3)C(=N)N21	21.4	18.6	/	2.4	5.1	0.1	5.8
Cc1occc1C(=O)N(Cc1nc(-c2ccccc2)no1)C(C)C	20.9	1.5	/	-1.9	-6.5	4.2	1.6
Cc1cc(C(F)F)nn1CC(=O)NC1C(=O)N2C(C(=O)O)=C(CSc3nnnn3C)CSC12 (stereo not drawn)	/	-4.4	2.9	17.6	/	5.6	-0.5
CC(=O)Nc1cc2nc(C)n(Cc3ccccc3[N+](=O)[O-])c2nc1C	1.0	-1.8	/	10.7	-3.8	1.3	/
Cc1cc(C)cc(NC(=O)Cc2ccc(S(=O)(=O)N3CCCC3)s2)c1	-1.1	-24.3	/	6.5	3.2	-4.0	-3.4
CCCCCCCCNC(C)C(O)c1ccc(SC(C)C)cc1 (stereo not drawn)	-43.2	-12.5&1.5	0.3	3.8	-0.1&-14.5	4.8	2.5
C[C@H]1CN([C@@H](C)CO)C(=O)CCCn2cc(nn2)CO[C@@H]1CN(C)Cc1ccc(C(F)(F)F)cc1	-1.9	-2.7	0.6	7.9	-1.3	-1.5	-0.6
CCn1c(=N)n(CC(=O)c2ccc(Cl)c(Cl)c2)c2ccccc21	/	-5.6	0.2	6.2	/	5.7	-7.8
CN(C)CCCNCCCNC(=O)c1ccco1	3.4	-7.2	-0.1&-1.8	3.1	0.3	6.1	-3.2
C[C@H]1CN([C@@H](C)CO)C(=O)c2cc(-c3ccccc3F)cnc2O[C@H]1CN(C)Cc1ccccc1F	4.4	0.4	0.0	-0.9	-0.3	3.6	-0.3
COc1ccc(N2CCN(C(=O)C(=O)c3cn(CC(=O)N4CCCC4)c4ccccc34)CC2)cc1	-16.8	2.2	0.8	1.4	-1.0	-0.2	6.1
CCOc1ccc(S(=O)(=O)NCc2ccccn2)c(C)c1C	0.1	1.0	0.6	-1.7	5.5	0.1	-3.4
CC1CN(C(=O)C2CC(=O)N(c3ccc(Cl)cc3)C2)CC(C)O1 (stereo not drawn)	-9.0	0.5	/	1.0	-3.8	3.4	1.2
CCC1=Nc2cc(C(=O)NCC3CCCO3)ccc2Sc2ccc(Br)cc21 (stereo not drawn)	-49.7	-3.1	/	-4.0	/	-2.8	8.9
COc1ccc2c(/C=N/NS(=O)(=O)c3ccc(C)cc3)c[nH]c2c1	10.5	-6.4	2.3	1.6	-3.5	5.2	6.4
COCC(=O)N1CC(=O)N2[C@@H](CO)[C@H](c3ccc(C#CC4CCCCC4)cc3)[C@@H]2C1	/	11.0	-0.3	7.8	/	-0.8	/
CN(Cc1ccccc1)C(=O)c1cc2ccccc2o1	/	4.6	/	-6.1	/	-0.9	10.6
CCOC(=O)c1ccc(NC(=O)CSc2nc3c(c(=O)n2-c2ccccc2OC)SCC3)cc1	9.1	-1.8	-0.5	-12.9	4.4	3.3	-2.9
Cc1oc(-c2ccccc2F)nc1CS(=O)(=O)CC(=O)NCCCc1ccccc1	-3.0	-4.3	-0.1	1.6	0.5	0.1	-3.7
O=C(NCCCCNC(=O)C(F)(F)F)C(F)(F)F	/	2.7	5.3	3.4	/	3.3	-9.6

Another view of part of the listing above:
Structure | C2C12 statin | S100A4 MyoIIA | E-sel inducer | DENV2 CPE | PglD DTNB | ERp5 block | SIRT5 block
Cc1cc(C(F)F)nn1CC(=O)NC1C(=O)N2C(C(=O)O)=C(CSc3nnnn3C)CSC12 (stereo not drawn) | / | -4.4 | 2.9 | 17.6 | / | 5.6 | -0.5
CC(=O)Nc1cc2nc(C)n(Cc3ccccc3[N+](=O)[O-])c2nc1C | 1.0 | -1.8 | / | 10.7 | -3.8 | 1.3 | /
Cc1cc(C)cc(NC(=O)Cc2ccc(S(=O)(=O)N3CCCC3)s2)c1 | -1.1 | -24.3 | / | 6.5 | 3.2 | -4.0 | -3.4
CCCCCCCCNC(C)C(O)c1ccc(SC(C)C)cc1 (stereo not drawn) | -43.2 | -12.5&1.5 | 0.3 | 3.8 | -0.1&-14.5 | 4.8 | 2.5

Next compounds
SMILES	C2C12 statin	S100A4 MyoIIA	E-sel inducer	DENV2 CPE	PglD DTNB	ERp5 block	SIRT5 block
O=C(NCCc1ccccc1Cl)[C@@H]1CCCN1C(=O)[C@@H](NC(=O)N1CCOCC1)c1ccccc1	/	-4.0	0.1	1.5	/	-4.3	-4.3
COc1ccc(-c2ccc3c(c2)[C@@H]2[C@@H](CCN2S(=O)(=O)c2ccc(OC)cc2)[C@H](CO)N3C)cc1	-21.2	-2.5	0.1	4.1	0.2	0.0	13.3
Cc1ccc(C(=O)NC(C)c2ccccc2)cc1Br (stereo not drawn)	6.2	-0.9	/	-8.6	/	-3.2	-0.5
NC(=O)CC(NC(=O)c1ccccc1)c1ccc(NCCN2CCCCC2)c([N+](=O)[O-])c1 (stereo not drawn)	-2.9	-4.0	-0.1	-1.7	-0.4	0.9	2.5
C[C@@H]1CN([C@H](C)CO)C(=O)Cc2cc(NS(=O)(=O)c3ccccc3)ccc2O[C@H]1CN(C)Cc1ccc(C(=O)O)cc1	8.1	-0.4	0.1	2.5	/	-3.4	-5.3
O=C(Cn1ccc([N+](=O)[O-])n1)Nc1ccccn1	5.9	-5.8	0.1	8.6	/	0.0	-0.7
CCN(C[C@H]1N[C@H](CO)[C@@H]1c1ccc(-c2cccc(C#N)c2)cc1)C(C)=O	-24.6	-16.2	-0.2	-8.2	-5.1	-3.7	10.2
NC(=O)C(Cc1ccccc1)N1C(=O)c2ccccc2C1=O (stereo not drawn)	-1.9	0.9	3.4	?	-2.3	1.1	-3.3
Cc1cccc(NC(=O)CNC(=O)[C@H]2O[C@@H](n3ccc(=O)[nH]c3=O)[C@H](O)[C@@H]2O)c1C	-2.3	0.8	0.8	?	-2.1	-1.3	-3.3
COc1ccc(C2/C(=C(\O)c3ccc4c(c3)CC(C)O4)C(=O)C(=O)N2Cc2cccnc2)c(OC)c1 (stereo not drawn)	3.5	-11.0	-0.2	-5.3	2.1	-1.9	0.9
Cc1ccc(C(=O)NCC2CCCN2S(=O)(=O)c2cccs2)cc1C (stereo not drawn)	4.6	-2.4	-0.2	-2.3	-4.5	2.3	-1.6
COc1ccc(-n2cc(CNCCCN3CCCC3=O)c(-c3ccccc3Cl)n2)cc1	/	-9.3	-0.7	-1.6	/	1.5	6.2
Cc1nn(C(=O)c2ccoc2C)c(N)c1-c1ccccc1	0.7	-2.4	1.2	3.7	1.4	0.5	-0.1
c1ccc(-c2ccc3ncccc3n2)cc1	-7.0	-0.2	-1.5	-3.3	4.3	2.8	-1.7
CN1/C(=C\C(=O)c2cccnc2)C(C)(C)c2ccccc21	/	-4.0	/	4.9	/	-1.4	-1.0
COc1ccc(CCNC(=S)c2ccccc2)cc1OC	9.4	-3.2	0.2	-5.8	-0.5	4.3	-0.4
COc1ccc(N(C(=O)c2ccncc2)S(=O)(=O)c2ccc(F)cc2)cc1	3.1	-0.4	-0.9	17.2	2.2	-0.6	-1.3
O=C(NNC1CC(=O)N(c2ccc(Br)cc2)C1=O)c1ccco1 (stereo not drawn)	5.4	2.3	1.7	-2.9	2.9	-0.9	-2.6
COc1cc(/C=C/C(=O)c2ccccc2O)cc(OC)c1OC	5.4	-0.7	/	1.4	8.0	3.8	-2.5
CCCc1nnc(NC(=O)CCC(=O)NC2CCCCC2)s1	-0.5	-1.4	-0.8	3.1	-3.0	/	-0.7
C[C@@H]1CCCCO[C@H](CN(C)Cc2ccc(C(F)(F)F)cc2)[C@@H](C)CN([C@H](C)CO)C(=O)c2cc(NC(=O)c3ccccc3)ccc2O1	/	-4.8	0.3	11.8	2.5	2.4	5.5
COC(=O)/C=C1\S/C(=N/N=C/c2ccc(Cl)cc2)NC1=O	/	3.4	9.6	-1.6	0.1	1.8	-1.9
C[C@@H]1CCCCO[C@H](CN(C)C(=O)NC2CCCCC2)[C@H](C)CN([C@H](C)CO)C(=O)c2cc(NS(=O)(=O)c3cn(C)cn3)ccc2O1	-12.0	8.4	0.5	0.5	-2.9	-7.7	-1.0
CCc1cc2c(=O)n(CCC(C)C)c(=S)[nH]c2s1	/	-3.5	0.7	1.6	/	1.0	-2.0
O=[N+]([O-])c1ccc(N2CCN(S(=O)(=O)c3ccccc3)CC2)cc1N1CCc2ccccc2C1	/	8.2	-0.2	-2.7	/	5.4	-2.4
O=C(NCC[C@@H]1CC[C@@H](NS(=O)(=O)c2ccccc2F)[C@@H](CO)O1)c1ccc(F)cc1	0.1	3.5	-0.1	12.9	1.1	-1.2	-1.2
CC1(C)Cc2c(sc(NC(=O)/C=C/C(=O)O)c2C#N)CO1	-2.5	-16.9	/	-3.2	1.4	2.6	4.3
CC1(C)C2CCC(C2)C1(C)NC(=O)CN1CCCC1 (stereo not drawn)	-14.3	-0.7	/	0.3	-3.3	-6.2	-1.7
CN1CCN(C(=O)c2cnn(-c3ccccc3)c2NC(=O)c2ccc([N+](=O)[O-])cc2)CC1	32.5	5.8	-0.1	6.1	6.6	-3.4	-0.3
Cc1ccccc1-c1ccc([C@@H]2[C@@H](CO)N3CCCCN(S(C)(=O)=O)C[C@H]23)cc1	-5.5	10.0	1.0	-10.3	-0.7	-9.0	7.8
O=C(COC(=O)Cn1cc(C(F)(F)F)ccc1=O)Nc1ccc(Br)cc1F	-29.9	8.2	3.1	?	0.0	-6.9	2.0
Cc1ccc(NC(=S)N2CCCCC2CO)cc1C (stereo not drawn)	/	10.9	-0.1	1.4	/	-1.7	-1.3

Whole records as entered above. Screens in order: C2C12 statin	S100A4 MyoIIA	E-sel inducer	DENV2 CPE	PglD DTNB	ERp5 block	SIRT5 block
Record of `O=[N+]([O-])c1ccc(N2CCN(S(=O)(=O)c3ccccc3)CC2)cc1N1CCc2ccccc2C1` : /	8.2	-0.2	-2.7	/	5.4	-2.4
Record of `C[C@@H]1CCCCO[C@H](CN(C)C(=O)NC2CCCCC2)[C@H](C)CN([C@H](C)CO)C(=O)c2cc(NS(=O)(=O)c3cn(C)cn3)ccc2O1` : -12.0	8.4	0.5	0.5	-2.9	-7.7	-1.0
Record of `Cc1ccccc1-c1ccc([C@@H]2[C@@H](CO)N3CCCCN(S(C)(=O)=O)C[C@H]23)cc1` : -5.5	10.0	1.0	-10.3	-0.7	-9.0	7.8
Record of `CCc1cc2c(=O)n(CCC(C)C)c(=S)[nH]c2s1` : /	-3.5	0.7	1.6	/	1.0	-2.0
Record of `O=C(COC(=O)Cn1cc(C(F)(F)F)ccc1=O)Nc1ccc(Br)cc1F` : -29.9	8.2	3.1	?	0.0	-6.9	2.0

Source: PubChem BioAssay

Not all compounds are listed; the hit share may differ from the screen's.
